Screening data as filed in PubChem.
PolyA inhibitor: inhibitors of polyadenylation in S. cerevisiae. S. cerevisiae SKY197-pL101 polyadenylation reporter, beta-gal luminescence; efflux-impaired pdr1/pdr3 knockout yeast; score 100 = 6 SD above DMSO. calls only at 12 µM. 0.02% of 300,000 active. AID 1875;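 active = lowest replicate activity score at least 50, where 100 means six control SD above control mean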;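 also: yeast exposed to compound for 9 h at 30 °C; higher score means more reporter readthrough which indicates perturbed polyadenylation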
KCNQ1 act: potentiates or activates the human KCNQ1 potassium channel; AID 2648; P51787; 0.35% of 310,000 active; B-score at 10 µM; CHO-K1 KCNQ1, thallium flux FluxOR fluorescence; stronger effect = higher value;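 active = fluorescence ratio B-score, a plate-corrected score, at least three library SD, with initial intensity B-score within 5 SD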
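Doses: Single concentration per compound, DMSO matched to controls | Test system: KCNQ1-transfected CHO-K1 cells | Timing: 90 min dye loading and 20 min compound exposure, both at room temperature | Measured by: Kinetic FluxOR thallium fluorescence, 10-s 1-Hz baseline, 110-s post-stimulus read | Medium: Assay buffer with matched DMSO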
Dyrk1A ADPGlo: blocks rat Dyrk1A kinase activity. Q63470. ADP-Glo luminescence, NFATc1 peptide. inhibition, % at 12.5 µM. 0.43% of 310,000 active. AID 504441; in the data active = inhibition above about 50%;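 also: plate controls were vehicle with enzyme for no effect and no enzyme for full effect; many of its hits are not listed in these tables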
GSK3B inh: inhibitors of human GSK3beta kinase. GST-GSK3beta kinase, ADP-Glo luminescence, 60 min; stronger effect = lower value. activity score (negative = inhibition), % at 10 µM. 0.038% of 300,000 active;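 active = more than half of replicate wells score below -50%, meaning over 50% inhibition versus plate controls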;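 also: 0% = median DMSO wells and -100% = median GW8510 positive control wells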
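test system = GST-tagged human GSK3beta kinase, cell-free | reagent = 25 µM ATP with peptide substrate | dosing = one dose of 10 µM per compound | schedule = 60 min reaction, RT | detection = luminescent ADP-Glo measurement of ADP formed | control set = DMSO neutral wells and GW8510 at 20 µM as positive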
KCNK9 inh: human KCNK9 channel inhibition; Q9NPC2; AID 488922; HEK293 KCNK9, FluxOR thallium flux fluorescence; stronger effect = lower value; B-score at 10 µM; 1.2% of 310,000 active;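 active = ratio B-score over 3 SD below the library mean, with starting fluorescence within 5 SD of its mean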;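 also: negative B-score means less thallium flux so channel inhibition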
Target sequence (Q9NPC2 whole entry, looked up): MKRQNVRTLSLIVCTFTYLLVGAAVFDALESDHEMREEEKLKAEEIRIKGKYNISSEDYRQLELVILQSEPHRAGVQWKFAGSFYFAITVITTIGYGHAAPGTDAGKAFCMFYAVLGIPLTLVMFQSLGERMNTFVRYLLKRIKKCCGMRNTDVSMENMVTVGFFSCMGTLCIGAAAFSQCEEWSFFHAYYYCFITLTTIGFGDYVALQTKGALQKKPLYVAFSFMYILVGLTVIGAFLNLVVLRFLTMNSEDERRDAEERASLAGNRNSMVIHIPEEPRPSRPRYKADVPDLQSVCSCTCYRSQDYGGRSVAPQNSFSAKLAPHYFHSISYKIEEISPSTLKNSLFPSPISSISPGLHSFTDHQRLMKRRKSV
KCNK3 inh: human KCNK3 channel inhibition, primary screen | 0.84% of 340,000 active | B-score at 10 µM | CHO-KCNK3 thallium flux, FluxOR fluorescence; stronger effect = lower value;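 active = B-score under library mean minus 4 SD, starting fluorescence ratio at most library mean plus 5 SD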;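 also: more negative B-score means stronger inhibition of thallium flux through KCNK3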
Target sequence (O14649 whole entry, looked up): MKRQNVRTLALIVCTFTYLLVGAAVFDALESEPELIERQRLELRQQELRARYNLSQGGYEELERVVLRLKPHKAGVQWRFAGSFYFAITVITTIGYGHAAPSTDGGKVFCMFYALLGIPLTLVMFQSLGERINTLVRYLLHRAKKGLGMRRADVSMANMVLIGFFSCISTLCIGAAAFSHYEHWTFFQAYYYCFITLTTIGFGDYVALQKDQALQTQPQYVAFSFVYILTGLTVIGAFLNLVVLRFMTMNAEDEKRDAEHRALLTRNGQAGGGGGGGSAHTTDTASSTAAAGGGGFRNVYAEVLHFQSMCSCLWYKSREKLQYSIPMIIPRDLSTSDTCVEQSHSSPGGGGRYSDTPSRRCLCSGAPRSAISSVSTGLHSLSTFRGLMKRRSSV
GSK3A inh: blocks human GSK-3 alpha kinase; P49840; ADP-Glo luminescence, 60 min; inhibition, % at 10 µM; 0.1% of 320,000 active; AID 2650;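 in the data active = inhibition above about 50%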;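 also: GST-tagged GSK-3 alpha with peptide substrate and 25 µM ATP; 0% = DMSO neutral wells and 100% = GW8510 positive control wells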
RGS4 act: potentiators or activators of RGS4. HEK293 M3R/inducible RGS4, carbachol calcium flux Fluo4; stronger effect = lower value. B-score at 10 µM. 0.92% of 310,000 active. AID 463111;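 active = B-score of the integrated calcium signal more than 4 SD below the library mean, with starting fluorescence not abnormally high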;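 also: negative B-score means reduced calcium response which marks RGS4 activation or potentiation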
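Material: Inducible-RGS4 HEK293 cells carrying M3 receptor; also added: carbachol at ECmax as muscarinic agonist stimulus; incubation: compound preincubation 20 min at room temperature before agonist; signal: Fluo4-AM (2 µM) calcium-flux fluorescence, kinetic read; measure: integrated calcium ratio converted to B score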
KCNQ1 inh: inhibitors of human KCNQ1 potassium channel; CHO-K1 KCNQ1, FluxOR thallium flux fluorescence; stronger effect = higher value; 1.3% of 310,000 active; B-score at 10 µM; P51787; AID 2642;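 active = compounds whose thallium flux B-score, printed positive for inhibition, exceeds three library SD while starting fluorescence stays within three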;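 also: channel opened by potassium depolarization with thallium stimulus after 20 min compound exposure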
hERG rescue: shields human hERG channel from block by proarrhythmic agents. Q12809. CHO-hERG, FluxOR thallium flux, dofetilide IC70 present. activation (rescue from dofetilide block), less the hit threshold, % at 10 µM. 0.51% of 310,000 active. AID 1511;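 active = activation above the mean of controls blocked by dofetilide plus 5 SD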;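 also: thallium influx through hERG after potassium depolarization seen as dye fluorescence rise; in these data hits start at about 4.7%; inactives centre near -7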
RGS4 inh: human RGS4 inhibition; P49798; B-score at 10 µM; 0.45% of 310,000 active; HEK293 M3R/RGS4 inducible, Fluo-4 calcium flux; stronger effect = higher value; triggered by carbachol at its EC20; AID 463165;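 active = B-score, a plate-corrected calcium signal, over three deviations above library mean, with baseline fluorescence within five deviations of library mean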;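 also: RGS4 expression induced by doxycycline in cells with stable M3 receptor; B-score is computed from the integrated fluorescence ratio over baseline after carbachol; higher B-score means a larger calcium signal and so more RGS4 inhibition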
Target sequence (P49798 whole entry, looked up): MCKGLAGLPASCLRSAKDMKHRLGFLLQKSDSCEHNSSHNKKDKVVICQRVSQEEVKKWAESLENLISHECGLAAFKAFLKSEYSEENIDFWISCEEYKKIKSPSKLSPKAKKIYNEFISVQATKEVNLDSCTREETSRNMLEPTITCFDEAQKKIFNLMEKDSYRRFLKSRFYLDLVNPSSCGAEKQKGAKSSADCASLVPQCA
* hit, by the source's call; i = inactive; . = not tested or not shown; & = joins results of further samples. This is a subset, so the mix of outcomes need not match the whole.

SMILES	PolyA inhibitor	KCNQ1 act	Dyrk1A ADPGlo	GSK3B inh	KCNK9 inh	KCNK3 inh	GSK3A inh	RGS4 act	KCNQ1 inh	hERG rescue	RGS4 inh
Cc1cc2c3c(c1)C1(C(=O)N3C(C)(C)CC2C)C(C#N)=C(N)Oc2n[nH]c(C)c21 (stereo not drawn)	i	i	-10	-2	i	i	2	i	i	-14	i
COc1ccc(OC(=O)c2c(C)nn(-c3ccccc3)c2C)cc1	i	i	.	4	i	i	-2	i	i	-8	i
CCNC(=S)N=Nc1c(O)n(Cc2ccc(Cl)cc2)c2ccccc12	i	18*	0	2	i	i	.	i	i	1	i
CC1CCC(=O)N(CCOc2ccccc2)CC1 (stereo not drawn)	.	i	9	3	i	i	1	i	i	-7	i
Cc1nc(-c2ccc(NS(=O)(=O)c3ccccc3)cc2)cs1	i	i	0	5	i	i	-4	i	i	-12	i
CC(=O)Nc1ccc(S(=O)(=O)NCCNS(=O)(=O)c2ccc(NC(C)=O)cc2)cc1	i	i	-1	1	i	i	7	i	i	-9	i
COc1ccc(CNCC(=O)Nc2sccc2C#N)cc1	i	i	.	2	i	.	1	i	i	-1	i
CS(=O)(=O)N1CCN(C(=O)C(Sc2ccccc2)c2ccccc2)CC1 (stereo not drawn)	.	i	2	-1	i	i	-1	i	i	-4	i
N#Cc1cccc(N=c2ssnc2Cl)c1	i	i	2	3	i	i	.	i	i	5.2*	i
COc1cccc(CNCCO)c1OCc1ccccc1Cl	i	i	4	-1	i	i	-2	i	i	-4	i
CCN(Cc1ccccc1)CC(O)COC(c1ccc(OC)cc1)c1ccc(OC)cc1 (stereo not drawn)	i	i	-9	2	i	i	1	i	i	-11	i
CC(c1ccco1)N(C(=O)COc1ccc(Cl)cc1Cl)c1ccccn1 (stereo not drawn)	i	i	-3	1	-8.1*	i	-2	i	6*	-6	i
CCc1cc(C(=O)N2CCN(c3ccccc3OC)CC2)sc1C	i	i	-1	.	i	i	-1	i	i	-18	i
CCn1c(=O)cc(N2CCN(Cc3ccccc3)CC2)[nH]c1=O	i	i	-3	-1	i	i	0	i	i	-11	i
CN(C)CCSc1nnc2[nH]c3ccccc3c2n1	i	i	6	-2	i	i	-2	i	i	-6	i
Cc1nn2c(-c3ccccc3)c(-c3ccccc3)nc2[nH]c1=O	i	i	-1	7	i	i	-2	i	i	-11	i
O=c1c(-c2ccccc2)c1-c1ccccc1	i	i	.	-7	i	.	.	i	i	-3	i
Cc1ccccc1OCCC(=O)OCC(=O)NC1CCCC1	i	i	2	0	i	i	-2	i	i	-18	i
COc1ccccc1N1CCN(c2ncnc3sc(C(=O)NCC4CCCO4)c(C)c23)CC1 (stereo not drawn)	i	i	-2	3	i	i	0	i	i	-25	i
COC(=O)c1ccccc1NC(=O)c1nc(S(=O)(=O)Cc2ccccc2)ncc1Cl	i	i	0	1	i	i	1	i	i	-4	i
COc1cccc(NC(=O)Cn2cc3c(n2)CCCCC3)c1	i	i	-9	3	i	i	-3	i	i	-9	i
Cc1cc(C)n(C(=O)CNC(=O)/C=C/c2ccccc2)n1	i	i	-4	0	i	i	1	i	i	-2	i
O=C(NC12CC3CC(CC(C3)C1)C2)OCCNC1CCCCC1	i	i	8	1	i	i	2	i	i	-10	i
CC(C)Cn1cnc2c1c(=O)n(CC(=O)Nc1ccc3c(c1)OCO3)c(=O)n2Cc1ccccc1	i	i	1	1	i	i	-3	i	i	-7	i
Cc1cccc(CCNS(=O)(=O)c2ccc(S(=O)(=O)N3CCC(C)CC3)cc2)c1	i	i	-1	-2	i	i	-3	i	i	-4	i
COc1ccc(CNCCC(c2ccc(F)cc2)c2ccc(OC(C)C)cc2)cc1OC (stereo not drawn)	i	i	-3	-1	i	i	-2	i	i	-17	i
Cc1ccc(N/C(CSC(N)=O)=N/S(=O)(=O)c2ccccc2)cc1	i	i	4	2	i	i	1	i	i	-13	i
CC(C)(C)c1cc(-c2n[nH]c(=S)n2-c2ccccc2F)n[nH]1	i	i	20	2	i	i	6	i	i	9.1*	i
CC(C)(C)c1csc(NC(=O)CSc2nc3ccccc3c(=O)[nH]2)n1	i	i	-17	-4	i	i	9	i	i	-4	i
Cc1nn(C(C)C(=O)NC2CCCCC2)c(=O)c2nn(-c3ccccc3)c(C)c12 (stereo not drawn)	i	i	-2	.	i	i	0	i	i	-9	i
COCON1C(=O)CN(C(C)=O)C1c1ccc(Cl)cc1Cl (stereo not drawn)	i	i	3	1	i	i	0	i	i	-4	i
CCc1nn2c(NCCCO)cc(C)nc2c1-c1ccc(F)cc1	i	i	-3	-4	i	i	-3	i	i	-6	i
COc1ccc(C(=O)N2CCCC(c3nc(-c4cc(OC)c(OC)c(OC)c4)no3)C2)cc1 (stereo not drawn)	i	i	-5	-2	i	i	1	i	i	-6	i
COc1ccc(CN2CC(C(=O)N3CC(C)CC(C)C3)CC2=O)cc1 (stereo not drawn)	i	i	0	-3	i	i	0	i	i	-8	i
Cc1ccc(C(C#N)N2CCOCC2)cc1 (stereo not drawn)	i	i	-9	4	i	i	.	i	i	-8	i
COc1cc(C(F)(F)F)nc2ccc(C#CCOC(=O)Nc3ccccc3)cc12	i	i	-1	0	i	i	-1	i	i	-12	i
O=C(O)CCSc1ccc2ccccc2n1	i	i	11&-4	2&5	i	i	-2&-8	i	i	2&-11	i
C#Cc1cccc(NC(=O)Cc2cccs2)c1	i	i	.	0	i	i	6	i	i	-6	i
O=C(COc1ccc(F)cc1)N1c2ccccc2CCc2ccccc21	i	i	6	0	i	i	-7	i	i	-4	i
CCOC(=O)c1ccc(NC(=O)NC2CC3CCC(C2)N3C(=S)NC)cc1 (stereo not drawn)	i	i	-4	-1	i	i	5	i	i	-12	i
Cc1ncc(CO)c(/C=N/NC(=O)c2cccc(S(=O)(=O)N3CCCC3)c2)c1O	i	i	10	1	i	i	-2	i	i	-18	i
CCOC(=O)C1CCCN(C(=O)c2cc3nc(-c4cccc(OC)c4)cc(C(F)(F)F)n3n2)C1 (stereo not drawn)	i	i	4	0	i	i	-2	i	i	-10	i
CCc1ccc(S(=O)(=O)Nc2ccc(Cl)cn2)cc1	i	i	.	0	i	i	-1	i	i	-4	i
CCCCCC(C)NC(=S)NC(=O)c1cc(S(=O)(=O)N2CCOCC2)ccc1C (stereo not drawn)	i	i	-4	1	i	i	2	i	i	-5	i
COc1cccc(C(=O)Nc2ccccc2C(=O)NC2CC2)c1	i	i	1	-1	i	i	1	i	i	-16	i
CCC(=O)NNc1nc2c(C)cc(C)cc2s1	i	i	-4	-3	i	i	-1	i	i	-8	i
COc1ccc(CCNC(=O)c2ccc3nc[nH]c3c2)cc1	.	i	.	-1	i	i	-4	i	i	-9	i
CC1CCN(C2=C(NS(=O)(=O)c3ccc(Br)cc3)C(=O)c3ccccc3C2=O)CC1	i	i	-3	-1	i	i	3	i	i	-10	i
CN(C)c1ccc(C2N(c3ccc(Cl)cc3)C(=O)C3CCCN32)cc1 (stereo not drawn)	i	i	0	-2	i	i	6	i	i	-8	i
CCOC(=O)C1CCCN(C(=O)C2CCN(S(=O)(=O)CC)CC2)C1 (stereo not drawn)	i	i	0	2	i	i	-3	i	i	-1	i
Cc1cc(C)c2c(-n3cccc3)c(C(=O)NNS(=O)(=O)c3ccc(F)cc3)sc2n1	i	i	-3	5	i	i	-3	i	i	-22	i
O=C(N/N=C/c1ccc(N2CCOCC2)s1)c1ccc(NS(=O)(=O)c2cccs2)cc1	i	i	-1	1	i	i	.	i	i	-14	i
CC1(C(=O)NC(=S)N(CCC#N)Cc2cccnc2)CC1(Cl)Cl (stereo not drawn)	i	i	.	1	i	.	-1	i	i	-8	i
CS(=O)(=O)N1CCC(Oc2ccccc2C(=O)NCCCc2cccnc2)CC1	i	i	0	-4	i	i	6	i	i	-23	i
Fc1cccc(Cl)c1Cn1ncc2ccccc21	i	i	0	-1	i	i	1	i	i	-2	i
O=C(N/N=C/c1ccccc1Cl)c1[nH]c2ccc(Br)cc2c1-c1ccccc1	i	i	1	-1	i	i	-3	i	i	-12	i
COc1ccc2c3c(cccc13)C(=O)N(O)C2=O	i	i	24	-1	i	i	-1	i	i	-7	i
O=C(c1ccc(-c2ccccc2)cc1)N1CCN(c2ccccc2F)CC1	i	i	1	1	i	-9.2*	-2	i	i	-9	i
COc1ccc(Nc2nc(-c3ccccc3)nc3ccccc23)cc1	i	i	14	-2	i	i	-2	i	i	-3	i
COc1cc(OC)cc(-n2nnnc2SCC(=O)NCc2ccc3c(c2)OCO3)c1	i	i	-7	1	i	i	0	i	i	-3	i

New compounds follow.
SMILES	PolyA inhibitor	KCNQ1 act	Dyrk1A ADPGlo	GSK3B inh	KCNK9 inh	KCNK3 inh	GSK3A inh	RGS4 act	KCNQ1 inh	hERG rescue	RGS4 inh
Cn1c(-c2ccccc2)cnc1SCC(N)=O	i	i	-5	2	i	i	0	i	i	-1	i
COc1ccc(CNC(=S)N/N=C/c2ccc(OC)c(OC)c2)cc1	i	i	6	4	i	i	7	i	i	-5	i
CNCc1c(C)nn(-c2ccccc2)c1C	i	i	-3	1	i	i	-2	i	i	-7	i
COc1ccc(N2CCN(C(=O)c3ccccc3NC(=O)C3=C(C)OCCS3)CC2)cc1	i	i	-3	1	i	i	-1	i	i	-6	i
Cc1ccc(NS(=O)(=O)c2c(C)[nH]c(C)c2C(=O)N2CCCCC2)cc1Cl	i	i	3	3	i	i	0	i	i	-9	i
Cc1cn(C(=O)c2ccccc2)c(=S)n1-c1ccc(Br)cc1	i	i	5	2	i	i	0	i	i	-12	i
COc1ccc(C(=O)Nc2ccc(N3CCCCC3)cc2)cc1Br	i	i	5	-1	i	i	-2	i	i	-3	i
COc1ccc(NS(=O)(=O)c2ccc(-n3nnc4ccccc43)c([N+](=O)[O-])c2)cc1	i	i	7	-2	i	i	-1	i	i	-5	i
C=CCSc1nnc(CNC(=O)c2ccccc2C)n1C(C)C	i	i	3	0	i	i	0	i	i	-10	i
